OX1R antag-1 = antagonists of human orexin 1 receptor (OX1R) | inhibition, % at 6.6 µM | AID 485270, 2010 | OX1R-expressing cells, FRET antagonist read-out | 1.8% of 330,000 active; in the data active means inhibition mostly above about 38%, no sharp cut-off; inactive means mostly below about 40%;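 further: 0% = agonist challenge alone and 100% = reference antagonist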
Target sequence (O43613 whole entry, looked up): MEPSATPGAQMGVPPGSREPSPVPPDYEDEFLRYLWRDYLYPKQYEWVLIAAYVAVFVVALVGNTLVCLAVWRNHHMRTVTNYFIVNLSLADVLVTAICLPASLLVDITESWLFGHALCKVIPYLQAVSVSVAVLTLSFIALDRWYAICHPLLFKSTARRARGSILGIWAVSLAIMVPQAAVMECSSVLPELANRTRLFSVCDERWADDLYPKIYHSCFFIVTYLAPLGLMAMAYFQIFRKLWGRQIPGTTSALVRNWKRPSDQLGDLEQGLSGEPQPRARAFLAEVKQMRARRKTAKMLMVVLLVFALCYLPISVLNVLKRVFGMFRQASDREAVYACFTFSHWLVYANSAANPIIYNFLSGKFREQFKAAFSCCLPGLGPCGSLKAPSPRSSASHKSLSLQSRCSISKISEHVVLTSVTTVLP
OX1R antag-2 = OX1R (HCRTR1) antagonists, primary screen, fluorescence, CHO/OX1R cells, Fluo-8 calcium, orexin A; Orexin/Hypocretin receptor type 1 (Homo sapiens), O43613; 0.43% of 330,000 active; AID 434989, 2010; inhibition, % at 5 µM; Fluo-8 calcium fluorescence;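 active means inhibition above its plate's threshold, mean inhibition of all tested compounds on the plate plus 3 SD, cut at about 37% in these data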;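 further: 0% = orexin A challenge wells and 100% = SB-334867-A antagonist wells; not every result past the cut was called active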
* marks the source's active call; other numbers are inactive results.

SMILES	OX1R antag-1	OX1R antag-2
O=C(Nc1ccc2c(c1)oc1ccccc12)c1cccnc1	35	1
CCC(C)NC(=O)C1CCC(=O)N1CCc1ccccc1 (centres undefined)	5	-20
O=C(OCCN=C1NS(=O)(=O)c2ccccc21)c1ccco1	19	-4
N#Cc1ccc(OCC(=O)NCCc2ccc(S(N)(=O)=O)cc2)cc1	8	0
Cc1cccc(N2CCN(C(=O)COc3cc4oc(=O)cc(C)c4cc3Cl)CC2)c1C	4	-3
Fc1ccc(CN2CCN(C(c3ccccc3)c3ccccc3)CC2)cc1	2	-76
CC1CC(C)CN(CC(O)COCc2ccccc2F)C1 (centres undefined)	5	-17
CC(C(=O)Nc1nccs1)N1C(=O)c2ccccc2S1(=O)=O (centres undefined)	20	-5
CC(C)(C)c1cc(-n2ccnc2)n2ncc(-c3ccc(Cl)cc3)c2n1	0	5
CCOC1CS(=O)(=O)CC1OCC (centres undefined)	4	-15
COC(=O)c1ccc(C)c(NC(=O)Cn2cnc3ccccc3c2=O)c1	9	-5
CN1CCc2nc(SCC(=O)Nc3cccc(F)c3)c(C#N)c(-c3cccs3)c2C1	54	-19
O=C(COC(=O)CCNS(=O)(=O)c1ccccc1F)Nc1nnc(-c2ccccc2)o1	12	-9
Cc1nnc(SCC(=O)N2CCCC(C(=O)c3ccc(Cl)cc3)C2)o1 (centres undefined)	22	-15
c1ccc(NC2=NCCN2CCCC2CCCCC2)cc1	22	-8
COc1ccc(C2C3=C(CCCC3=O)Nc3n[nH]c(C)c32)cc1OC (centres undefined)	9	-12
CC(Oc1ccc(Cl)cc1Cl)c1nc(-c2ccc(NC(=O)c3ccco3)cc2)no1 (centres undefined)	21	-17
CC1=NCCN1S(=O)(=O)c1cc(Cl)ccc1Cl	30	-4
CCCNC(=O)c1c(N)n(-c2cccc(OC)c2)c2nc3ccccc3nc12	3	-9
CC1SCC(=O)N(CC(=O)NC2CCCCC2)C1=O (centres undefined)	13	0
COc1ccc(-c2cc(C(=O)Nc3c(C)n(C)n(-c4ccccc4)c3=O)c3ccccc3n2)cc1OC	6	-15
CC(NC(=S)Nc1ccc(F)cc1)c1ccccc1 (centres undefined)	3	-1
CCOc1ccc(C2C(C(=O)c3cccs3)=C(O)C(=O)N2CCCn2ccnc2)cc1 (centres undefined)	9	-22
O=C(CCN1CCCCO1)N1CCCC(Nc2cccc(F)c2)C1 (centres undefined)	22	-14
O=C1C2ON(c3ccccc3)C(c3ccncc3)C2C(=O)N1c1ccc(N2CCOCC2)cc1 (centres undefined)	11	-13
S=c1[nH]nc(-c2ccccc2)n1Cc1ccccc1	25	-26
COC(=O)C1=C(CS(=O)(=O)c2ccccc2)NC(=O)NC1c1ccccc1 (centres undefined)	13	-2
CCOc1c(C(N)=O)c(-c2ccccc2)c2c(=O)[nH]c3ccccc3n12	5	-35
Cn1c(C(=O)NCc2ccccn2)cc2c(=O)n3ccccc3nc21	15	-22
C=CC[C@@H](CC(=O)N(CCO)Cc1ccccc1)C(=O)N[C@H](COC(=O)[C@@H](CC=C)Cc1ccc(F)cc1)Cc1ccccc1	5	29
CCOc1ccc(OCCSc2nc(N)cc(=O)[nH]2)cc1	9	-14
COc1ccc2oc(C(=O)Nc3ccccn3)c(C)c2c1	1	-15
O=C(Cc1nn[nH]n1)Nc1ccc(F)cc1F	3	-12
Cc1[nH]c2ccccc2c1C(c1ccncc1)N1CCCCC1 (centres undefined)	13	-8
CCOC(=O)c1nnn(-c2nc(OC)nc(N3CCCC3)n2)c1-c1ccccc1	6	-8
Cc1c(C(=O)NCc2cccnc2)oc2ccc(S(=O)(=O)N3CCCCC3)cc12	8	-14
O=C(C1CCCN(S(=O)(=O)c2cnc[nH]2)C1)N1CCN(c2ccc(Cl)cc2)CC1 (centres undefined)	9	-17
COc1ccc(NCCNc2ccc(OC)cc2)cc1	14	-24
CC(C)C[C@H](NC(=O)c1nc[nH]c1C(=O)N1CCC(C)CC1)C(=O)OCc1ccccc1	1	-17
CN(CCOC(=O)c1cccc(F)c1)Cc1ccccc1	5	-23
O=C1CCc2cc(S(=O)(=O)NCCC(=O)N3CCN(c4cccc(Cl)c4)CC3)ccc2N1	10	-9
CCn1nc(C(=O)OC(C(=O)c2c[nH]c3ccccc23)c2ccccc2)c2ccccc2c1=O (centres undefined)	6	-6
NC(=S)N/N=C/c1ccc2cccc(OCc3ccccc3)c2n1	21	-13
COC(=O)c1ccccc1NC(=O)C1CCCN(c2nnc(-n3cccc3)s2)C1 (centres undefined)	14	-41
O=C(COc1ccc2c3c(c(=O)oc2c1)CCCC3)N1CCN(c2ccc(F)cc2)CC1	5	-4
O=C(NCCCN1CCOCC1)c1cc2c(=O)[nH]c3ccccc3c2s1	22	-19
CN(C)S(=O)(=O)c1cccc(NC(=O)c2ccc(Sc3nncn3C)c([N+](=O)[O-])c2)c1	3	2
O=C(CC1CS(=O)(=O)CC1CC(=O)Nc1ccc2c(c1)OCCO2)Nc1ccc2c(c1)OCCO2 (centres undefined)	-1	-20
CC(C)(C)NC(=O)C(c1ccc(O)cc1)N(C(=O)CCC(=O)Nc1nccs1)c1cccc(F)c1 (centres undefined)	15	-23
Cc1csc(NC(=O)C2C3C=CC(C3)C2C(=O)O)n1 (centres undefined)	14	9
COc1cccc(CC(=O)Nc2cc(S(=O)(=O)N3CCOCC3)ccc2N2CCN(C)CC2)c1	4	-25
Cc1c(NC(=O)C(C)OC(=O)CNC(=O)c2ccccc2)c(=O)n(-c2ccccc2)n1C (centres undefined)	12	-15
COc1ccc(/C=C2/SC(=S)N(CCC(=O)N3CCN(C)CC3)C2=O)cc1	11	-38
COc1cc(/C=N/NC(=O)CSc2cc(C)c(Br)cc2C)ccc1O	48*	7
CCN(CC)C(=O)Oc1ccc2ccccc2c1Cl	16	-16
COc1ccc(C2COc3cc(O)ccc3C2)c(OC)c1O (centres undefined)	17	4
C=CCOc1ccc(/C=N/n2nnnc2N)cc1OC	7	2
CC(C)Cc1nc(SCC(=O)N2CC(C)OC(C)C2)c2c(=O)n(C)c(=O)n(C)c2n1 (centres undefined)	1	-17
COc1ccccc1CCC(=O)NCCCn1ccc2ccccc21	18	-14
Cc1ccc(CSc2nnc(Nc3ccc(C)cc3)s2)cc1	10	-5

A few values from the entries so far:
O=C(CC1CS(=O)(=O)CC1CC(=O)Nc1ccc2c(c1)OCCO2)Nc1ccc2c(c1)OCCO2 (centres undefined) @ OX1R antag-1 = -1
CC(C)Cc1nc(SCC(=O)N2CC(C)OC(C)C2)c2c(=O)n(C)c(=O)n(C)c2n1 (centres undefined) @ OX1R antag-1 = 1

Next section
SMILES	OX1R antag-1	OX1R antag-2
CC(C)(C)N(Cc1ccccc1)C(=O)COC(=O)CCc1c[nH]c2ccccc12	18	-14
O=C(COc1cccc(NC(=O)c2cccs2)c1)c1ccc(F)cc1	16	-25
N#Cc1cc(C#N)c(N2CCN(c3cccc(Cl)n3)CC2)nc1N	13	-24
O=C(Cc1ccc([N+](=O)[O-])cc1)Nc1ccc2c(c1)CCC2	12	-16
COc1ccc(NC(=O)/C(C#N)=C/c2ccc3c(c2)n(C)c(=O)n3C)cc1	35	-32
O=C1Cc2ccccc2Sc2c(OCCN3CCCCC3)cccc21	13	-22
Cc1ccc(Nc2c(-c3ccccc3O)nc3ncccn23)cc1	7	-37
CC(=O)OCc1cc2cccc(C)c2[nH]c1=O	14	-1
Cc1cc(C)c(S(=O)(=O)N2CCCCCC2)cc1Br	18	-16
Cc1cc(=O)[nH]c(SCc2cccc(F)c2)n1	3	-18
CCSc1nnc(-c2ccc(S(=O)(=O)N3CCCC3)cc2)n1C	18	-1
CCOc1cc(-c2noc(CCC(=O)NCCc3ccccc3)n2)ccc1OC	15	-37
CC(=O)c1cn(C2OC(CO)C3OC(C)(C)OC32)c(=O)n(C)c1=O (centres undefined)	11	-10
Cc1cc(C(=O)CSc2nc(N)cc(=O)[nH]2)c(C)n1-c1cccc(F)c1	30	-1
Clc1ccc(Nc2ccc(Cl)nn2)cc1	10	1

Records listed so far shown as hits in OX1R antag-1.
SMILES	OX1R antag-1	OX1R antag-2
COc1cc(/C=N/NC(=O)CSc2cc(C)c(Br)cc2C)ccc1O	48*	7

Remaining list, next part:
SMILES	OX1R antag-1	OX1R antag-2
CCCC1(C(=O)OC)NC(c2cccc(F)c2)C2C(=O)N(CC)C(=O)C21 (centres undefined)	6	-30
COC(=O)c1ccc(C2C(C#N)=C(C)NC3=C2C(=O)CC(C)(C)C3)cc1 (centres undefined)	26	-25
Cc1cccc([C@H]2[C@@H]3C=CC[C@@H](C)[C@@H]3C(=O)N2Cc2ccccc2)c1	23	27
CCOC(=O)C(CCCOc1ccccc1)C(=O)OCC	-1	-8
CC(C)CCNC(=O)C1CC(c2ccccc2C(F)(F)F)=NO1 (centres undefined)	31	-12
COCCN(C(=O)COC(=O)c1c(-c2ccccc2)noc1C)c1c(N)n(Cc2ccccc2)c(=O)[nH]c1=O	10	-10
COc1cccc(OC)c1C(=O)Nc1ccccc1C(=O)N1CCOCC1	14	-8
O=C(NCc1ccco1)C1(c2ccc(Cl)cc2)CCCC1	9	-25
C=CCc1cccc(/C=N/NC(=O)CCC(=O)Nc2ccc(C)cc2)c1O	21	-8
Cc1nc(NC(=O)c2ccco2)sc1C(=O)Nc1ccc(Br)cc1	11	-13
Cc1ccc(Oc2c(F)c(F)nc(N3CCCC3)c2F)cc1	21	-11
CCOC(=O)c1c(C)[nH]c(C)c1C(=O)COc1ccc(NC(=O)c2ccco2)cc1	13	-19
COCCOC1CCN(C(=O)C2CCC(=O)N(CCc3cccc(F)c3)C2)CC1 (centres undefined)	10	-3
O=C(Nc1cc(N2CCCCC2)ncn1)c1ccccc1	18	-52
O=C(NCC1CCCO1)c1ccccn1 (centres undefined)	17	-21
CCOC(=O)c1ccc(NS(=O)(=O)c2ccc(Cl)nc2)cc1	8	-19
COc1ccc(NC(=O)Cc2coc3cc(C)c(C(C)C)cc23)cc1S(=O)(=O)N1CCOCC1	8	-8
CC(=O)Nc1ccc(S(=O)(=O)NC2CC3CCC2C3)cc1 (centres undefined)	9	-14
O=C(CN1CCN(S(=O)(=O)c2ccc(F)cc2)CC1)Nc1ccc(F)cc1F	17	-20
Cc1c(Cl)cccc1NS(=O)(=O)c1c(C(=O)N2CCOCC2)c(C)n(C)c1C	9	-23
Cc1ccn(CCC(=O)Nc2ccc3c(c2)OCO3)n1	13	-5
COc1ccccc1CNC(=O)c1cn(C)c2ccc(S(=O)(=O)N3CCCCC3)cc2c1=O	13	-37
COc1ccc(-c2nn3c(-c4ccccc4)nnc3s2)cc1	87*	20
O=S(=O)(NCCN1CCOCC1)c1cc(Cl)ccc1Cl	1	-13
COc1ccc(NC(=O)Nc2ccccc2OC)cc1	-2	-2
COc1cc(-c2nc3cnccn3c2Nc2ccc(C)cc2)ccc1O	7	-13
Cc1cc(C)c2c(c1)c(C)cc1nnc(SCC(=O)NCc3ccco3)n12	13	-14
O=C(NC1CCCC1)C1CCCN(S(=O)(=O)c2ccc(-n3cnnn3)cc2)C1 (centres undefined)	22	-9
O=C(c1ccc([N+](=O)[O-])cc1)N1CCc2ccccc2C1	12	4
NC(=O)C1CCCN(S(=O)(=O)c2ccc3ccccc3c2)C1 (centres undefined)	0	-13

Arranged by the number under OX1R antag-2 (falling): four from the list above
SMILES	OX1R antag-1	OX1R antag-2
COc1ccc(-c2nn3c(-c4ccccc4)nnc3s2)cc1	87*	20
Cc1ccn(CCC(=O)Nc2ccc3c(c2)OCO3)n1	13	-5
NC(=O)C1CCCN(S(=O)(=O)c2ccc3ccccc3c2)C1 (centres undefined)	0	-13
COc1ccccc1CNC(=O)c1cn(C)c2ccc(S(=O)(=O)N3CCCCC3)cc2c1=O	13	-37

Compound profiles (already shown). Screens in order: OX1R antag-1, OX1R antag-2
`NC(=O)C1CCCN(S(=O)(=O)c2ccc3ccccc3c2)C1` (centres undefined) across the screens: 0, -13
`Cc1c(Cl)cccc1NS(=O)(=O)c1c(C(=O)N2CCOCC2)c(C)n(C)c1C` across the screens: 9, -23
`CC(=O)Nc1ccc(S(=O)(=O)NC2CC3CCC2C3)cc1` (centres undefined) across the screens: 9, -14

Following part.
SMILES	OX1R antag-1	OX1R antag-2
NS(=O)(=O)c1ccc(N/C=C\C(=O)c2ccncc2)cc1	57	5
COc1cc(NC(=O)c2cc3c(C)nc4ccccc4c3o2)cc(OC)c1OC	8	-39
Cc1cccc(CSCC(=O)NCc2ccc(S(N)(=O)=O)cc2)c1	20	-14
O=C(NCC(c1ccco1)N1CCN(c2ccc(F)cc2)CC1)C(=O)NC1CCCC1 (centres undefined)	2	-19
Cc1ccc(S(=O)(=O)Nc2ccc(Oc3cccnc3)nc2)cc1	10	-1
COc1ccc2c(c1)c1nc3ccccc3nc1n2CCn1c(=O)oc2ccccc21	23	-23
N=c1c2c(-c3ccccc3)c(-c3ccccc3)n(Cc3ccco3)c2ncn1CCCO	19	-17
CCOC(=O)[C@H]1[C@H]2COc3ccc(Cl)cc3[C@@H]2N2C(=O)c3ccc(C)cc3NC(=O)[C@@]12C	42	-32
Cc1ccccc1NC(=O)c1c(C)nc(SCC(=O)OCc2ccccc2)c(C#N)c1-c1ccc(F)cc1	23	-11
C=CCN1C(=O)c2ccc(C(=O)N(CC)CC(=O)Nc3ccc(OC)cc3)cc2C1=O	19	-24
Cc1onc(-c2ccccc2)c1C(=O)NCC1CCCO1 (centres undefined)	7	-18
Fc1ccccc1/C=N/Nc1nc2ccccc2o1	17	-19
CSc1ccccc1NC(=O)CN(C)CC(=O)Nc1cccc(Br)c1	11	-13
O=C(NCCOc1ccccc1)c1ccccc1NC(=O)C1CCCO1 (centres undefined)	16	-29
Cc1ccc(NC(=O)Nc2cccc([N+](=O)[O-])c2)nc1	11	-14
